TbHK1 inh: Trypanosoma brucei hexokinase 1 inhibitors, primary screen, biochemical, G6PDH-coupled NADH absorbance, MLSCN library | hexokinase 1 [Trypanosoma brucei] | recombinant TbHK1, G6PDH-coupled NADH A340 | inhibition, % at 10 µM | 220,000 compounds, 0.11% hits | AID 1430, 2008;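 active = inhibition of 50% or more in the single-dose primary screen; inactive = inhibition below 50%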
zVAD death inh: inhibitors of zVAD-triggered necroptosis, primary screen, L929 cells. viability rescue, % at 10 µM. AID 1377, 2008. L929 zVAD necroptosis rescue, ATP luminescence, 24 h; with zVAD 60 µM. 220,000 compounds, 0.38% hits;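 active = activation, scaled between plate controls, above about 75%, limit read from the data; inactive = activation under that limit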;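 note: 0% = zVAD with DMSO and 100% = DMSO alone without zVAD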
Calpain2 inh: inhibitors of pig calpain II, primary screen, biochemical, fluorogenic peptide substrate, 1536-well; purified calpain II, 30 min; inhibition, % at 16 µM; 220,000 compounds, 0.37% hits; AID 1236, 2008;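 active = inhibition above about 50%, limit read from the data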
EP2 antag: human EP2 receptor antagonists, primary screen, TR-FRET cAMP, C6 glioma cells | inhibition, % at 25 µM | 260,000 compounds, 0.52% hits | AID 1422, 2008 | C6 glioma cells expressing human EP2; cells stimulated with saturating PGE2;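 active = percent inhibition above 40 after rounding to a whole number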;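 note: rat C6 glioma host cells with rolipram phosphodiesterase inhibitor present; the protocol text gives 20 µM as final concentration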
Target sequence (P43116 whole entry, looked up): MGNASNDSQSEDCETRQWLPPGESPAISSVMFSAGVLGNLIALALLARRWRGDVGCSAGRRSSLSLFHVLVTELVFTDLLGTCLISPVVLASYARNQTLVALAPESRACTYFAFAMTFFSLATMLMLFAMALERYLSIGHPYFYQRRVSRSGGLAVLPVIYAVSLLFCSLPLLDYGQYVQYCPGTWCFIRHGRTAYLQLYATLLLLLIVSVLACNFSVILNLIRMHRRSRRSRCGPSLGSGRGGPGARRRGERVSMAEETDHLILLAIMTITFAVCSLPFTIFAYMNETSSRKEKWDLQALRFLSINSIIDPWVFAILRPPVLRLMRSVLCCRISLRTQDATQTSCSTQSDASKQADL
Hck Nef HTS: inhibitors of Nef-activated human Hck kinase, primary screen, biochemical, Z-Lyte FRET, 384-well, Hck-YEEI | inhibition, % at 20 µM | Recombinant Hck-YEEI plus Nef, Z-Lyte FRET kinase assay | 220,000 compounds, 0.68% hits | Tyrosine-protein kinase HCK (Homo sapiens), P08631;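 active = Hck-Nef kinase inhibition above about 50%, limit read from the data; inactive = inhibition below that limit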;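 note: 0% = DMSO with Hck plus Nef and 100% = Hck alone without Nef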
14-3-3 Bad inh: inhibitors of 14-3-3 zeta/Bad binding, primary screen, biochemical, TR-FRET, bovine 14-3-3 zeta. 14-3-3 protein zeta/delta (Bos taurus), P63103. TR-FRET 14-3-3zeta/Dy647-pBad peptide displacement, 1 h. inhibition, % at 21.7 µM. 220,000 compounds, 0.71% hits. AID 781, 2007;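 active = inhibition above about 70%, limit read from the data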;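 note: 0% = full 14-3-3 plus peptide FRET controls and 100% = background without 14-3-3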
Target sequence (P63103 whole entry, looked up): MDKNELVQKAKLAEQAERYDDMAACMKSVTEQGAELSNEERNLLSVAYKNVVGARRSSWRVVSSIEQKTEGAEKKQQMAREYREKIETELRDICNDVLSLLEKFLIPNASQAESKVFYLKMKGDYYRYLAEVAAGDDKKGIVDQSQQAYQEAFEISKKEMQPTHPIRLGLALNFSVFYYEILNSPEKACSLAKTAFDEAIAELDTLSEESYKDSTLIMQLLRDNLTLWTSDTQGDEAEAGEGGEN
EP2 modulator: EP2 receptor modulators, cAMP readout, primary screen, cell-based, HTRF cAMP, PGE2 stimulation | induction, % at 25 µM | Prostaglandin E2 receptor EP2 subtype (Homo sapiens), P43116 | 260,000 compounds, 0.83% hits | EP2-expressing cells, cAMP HTRF FRET, PGE2 co-stimulation;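 active = compounds whose cAMP rise, as percent of the full-agonist control response, exceeds 60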;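 note: rat C6 glioma line stably carrying human EP2 under a CMV promoter; the protocol text gives 20 µM as final concentration; 100% = response of wells given 1 µM PGE2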
eIF4E-4G inh: eIF4E–eIF4G protein interaction inhibitors, primary screen, biochemical, uHTS, TR-FRET, eIF4GI fragment | Eukaryotic translation initiation factor 4E (Mus musculus) + Eukaryotic translation … | TR-FRET eIF4E-eIF4GI(517-606) binding, 2 h | inhibition, % at 21.7 µM | 220,000 compounds, 0.37% hits | AID 782, 2007;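 active = inhibition above about 30%, limit read from the data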;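 note: 0% = full FRET control wells and 100% = background wells lacking eIF4GI fragment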
Rad51 HR inh: human RAD51 strand exchange inhibitors, primary screen, biochemical, fluorescence; hRad51 DNA strand exchange, fluorescence dequenching; inhibition, % at 10 µM; 200,000 compounds, 0.085% hits; DNA repair protein RAD51 homolog 1 (Homo sapiens), Q06609;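 active = inhibition above 40% at the single screening dose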;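 note: 0% = DMSO control wells and 100% = blanks with heterologous ssDNA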
Target sequence (Q06609 whole entry, looked up): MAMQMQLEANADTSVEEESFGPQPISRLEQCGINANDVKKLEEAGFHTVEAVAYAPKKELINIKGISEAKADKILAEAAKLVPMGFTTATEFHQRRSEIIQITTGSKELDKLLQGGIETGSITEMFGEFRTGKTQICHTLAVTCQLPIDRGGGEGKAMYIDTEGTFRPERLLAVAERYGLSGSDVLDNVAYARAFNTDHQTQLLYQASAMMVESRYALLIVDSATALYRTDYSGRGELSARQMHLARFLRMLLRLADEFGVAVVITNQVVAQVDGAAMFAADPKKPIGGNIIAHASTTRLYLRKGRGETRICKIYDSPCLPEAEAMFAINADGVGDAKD
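System: human Rad51 nucleoprotein filaments preassembled on unlabelled ssDNA. Reagent: labelled 47-mer dsDNA for strand exchange. Schedule: 30-min compound preincubation and 15-min exchange, both room temperature. Measured by: FRET fluorescence dequenching, excitation 485 nm, emission 520 nm. Read-out: Fluorescence-based percent inhibition, control- and blank-normalised. Benchmarks: plate controls and plate blanks.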
The depositor's hits bear a star; i = inactive; . = no result given; [ ] = another dose, or the depositor's remark.

SMILES	TbHK1 inh	zVAD death inh	Calpain2 inh	EP2 antag	Hck Nef HTS	14-3-3 Bad inh	EP2 modulator	eIF4E-4G inh	Rad51 HR inh
COc1ccc(C(CNC(=O)c2ccc(OCC3CCCO3)cc2)N2CCOCC2)cc1 (stereo not drawn)	-1	0.3	16	10	2	2	6	-7	-7
CN(CCc1ccccn1)C(=O)CCC1CCCN(C(=O)c2cscn2)C1 (stereo not drawn)	0	-0.1	0	3	6	-14	21	1	5
COCCNC(=O)CC(=O)N/N=C/c1cccc(C(=O)OC)c1	12	4.1	-2	6	17	1	-3	2	0
Cc1nc2ccccc2c(=O)n1NC(=O)c1cc(Br)ccc1Cl	-3	0.1	9	1	-2	-7	5	-7	-7
CC(=O)c1ccc(NC(=O)Oc2ccccc2)cc1	-11	-0.1	-2	12	0	8	13	-1	-8
COc1cc(OC)c(OC)cc1CN1CCN(S(=O)(=O)c2ccc(NC(C)=O)cc2)CC1	-1	6.4	-36	11	17	30	29	3	0
COc1ccc(C(=O)NNC(=O)c2ccc(C(C)(C)C)cc2)cc1	2	58	-25	8	21	-20	21	-5	25
CCOC(=O)C1CCN(C(=O)CN(c2ccc3c(c2)OCO3)S(C)(=O)=O)CC1	1	1.4	-5	5	8	7	17	-1	6
CCOc1ccc(C(=O)OCC(=O)Nc2nc(OC)cc(OC)n2)cc1OCC	48	-0.1	-6	2	1	-10[fluorescence artefact?]	29	14	9
O=C(Nc1ccc2[nH]c(=O)[nH]c2c1)Nc1ccc(F)cc1F	9	-0.4	6	1	6	-7	-36	3	.
CCCCn1c(Cc2ccccc2)n[nH]c1=S	3	-0.2	8	4	-1	-4	12	2	11
COc1ccccc1NC(=O)COc1ccc(C(F)(F)F)cc1[N+](=O)[O-]	-2	0.2	.	10	2	.	.	.	10
Cc1cc(C)cc(CC2CC(=O)N(c3cc(C)on3)C2=O)c1 (stereo not drawn)	-3	0.0	-4	4	0	12	-2	0	-1
CC1(C)Cc2ccccc2-c2nc(NCCO)n(-c3ccccc3)c(=O)c21	-14	-1.0	i	3	5	-4[fluorescence artefact?]	17	2	10
COC(=O)[C@@H](NC(=O)NC1CCCCC1C)C(C)C (stereo partly drawn)	-9	-0.3	-10	7	-5	2	20	0	0

The last 2 compounds of the part before come first, to join the parts:
SMILES	TbHK1 inh	zVAD death inh	Calpain2 inh	EP2 antag	Hck Nef HTS	14-3-3 Bad inh	EP2 modulator	eIF4E-4G inh	Rad51 HR inh
CC1(C)Cc2ccccc2-c2nc(NCCO)n(-c3ccccc3)c(=O)c21	-14	-1.0	i	3	5	-4[fluorescence artefact?]	17	2	10
COC(=O)[C@@H](NC(=O)NC1CCCCC1C)C(C)C (stereo partly drawn)	-9	-0.3	-10	7	-5	2	20	0	0
CCC(C)n1c(SCc2ccccc2)nc2ccsc2c1=O (stereo not drawn)	2	-0.2	24	9	-3	6[fluorescence artefact?]	38	3	-2
COc1ccc(C)c2sc(NC(=O)C3=COCCO3)nc12	-7	3.1	-2	12	19	10	-32	-7	-3
Cc1ccc(-c2nc3cccnc3s2)cc1NS(=O)(=O)c1ccc2c(c1)OCCO2	-8	1.6	-43	13	2	-4[fluorescence artefact?]	0	-2	-4
COc1cc(/C=C/C(=O)O)cc(S(=O)(=O)Nc2ccccc2Oc2ccccc2)c1OC	-16	-0.4	-21	3	18	3	23	-7	-6
O=C(CCc1nc(-c2ccc(Cl)cc2)no1)OCc1ccc(Br)cc1	7	-0.8	.	9	8	.	.	.	-11
Nc1nc(CSCCO)nc(Nc2ccccc2)n1	-1	0.1	0	13	0	-5	-16	2[fluorescence artefact?]	-6
CNC(=S)N/N=C/c1ccc(-c2cc([N+](=O)[O-])ccc2Cl)o1	-8	60	1	1	2	-7	5	0	0
COc1ccccc1NC(=O)/C(C#N)=C/C=C/c1ccco1	-21	-1.1	-36	9	10	10	16	-3	3
CCNC(=O)COc1ccc(C=O)cc1OC	-7	0.5	-11	6	5	-4	-24	4	-2
CC(C)[C@H](NC(=O)c1ccco1)C(=O)OCC(=O)N1CCc2ccccc21	0	0.5	5	16	-2	2	12	-2	1
CC(=O)NC(CC(=O)Nc1nc(C)cs1)c1ccccc1 (stereo not drawn)	10	3.9	30	3	18	8	-6	4	11
CSc1nnc(-c2sccc2OCc2ccccc2)n1C	-3	-0.3	17	9	0	-4	10	-1	-4
CCOCCCNC(=O)C1CCCN(S(=O)(=O)CC)C1 (stereo not drawn)	3	-0.7	2	11	5	12[fluorescence artefact?]	32	-2[fluorescence artefact?]	-1
N/C(=N\c1nc2ccccc2o1)NC(=O)c1ccccc1NC(=O)c1ccccc1	-2	0.5	-26	30	-1	7	-14	0	0
CC1CCCCC1NC1=NCCS1 (stereo not drawn)	2	0.1	14	5	-2	-8	-39	1	-2
O=C(O)CN1C(c2ccccc2O)Nc2ccc(Br)cc2C1c1ccccc1 (stereo not drawn)	3	1.9	2	4	17	-26	20	-3	-2
CCOc1ccc(CSC(=N)N)cc1Cl	-6	2.0	-18	10	14	4	-7	-4	-3
COc1ccc(C(=O)Nc2cccc(-c3cc4ccccc4oc3=O)c2)cc1[N+](=O)[O-]	-25	7.8	49	7	96*	75*[fluorescence artefact?]	4	6	-8
CC1(c2nnc(-c3ccccc3)o2)CC(c2ccncc2)=NO1 (stereo not drawn)	-11	-0.3	6	10	24	53	20	97*	1
CO/N=C\C(=N\Nc1ccc(OC)cc1)C(=O)c1ccccc1	-6	-0.1	-3	11	0	2	62*	7[fluorescence artefact?]	1
COc1ccccc1C(=O)N/C(=C\c1ccc(Br)cc1)C(=O)N1CCCC1	-7	-0.4	4	10	20	0	-1	-9	2
CC(=O)c1c(C)oc2c1cc(O)c1ccccc12	-22	2.3	-18	6	15	-5	-17	-6	14
O=C(COC(=O)CNS(=O)(=O)c1cccc(Br)c1)NC(=O)Nc1ccc2c(c1)OCCO2	4	1.2	-12	12	-26	12	10	0	.
COc1ccc(Cn2c(C)nc3c(c(=O)c4ccccc4n3C)c2=O)cc1	-13	-0.3	9	7	1	8	7	-2	4
COc1ccc(NS(=O)(=O)c2ccc(Cl)s2)cn1	-9	0.8	-12	3	-11	-1	5	-6	-33
COc1c(O)ccc(/C=C(\C#N)c2nc3ccccc3[nH]2)c1[N+](=O)[O-]	-11	0.8	-6	2	50*	27	79*	24	-1
O=C(NCCc1cccs1)C1CC1	8	0.2	4	8	1	-7	-8	0	7
COc1ccc(CC(=O)N/N=C(\C)c2ccccn2)cc1	1	5.4	-12	11	3	1	-4	3[fluorescence artefact?]	.
CC1(C)Oc2ccc3ccc(=O)oc3c2/C(=C/Nc2ccc(O)cc2)C1=O	-3	53	-22	4	1	-14	26	-3	9
Cc1cccc(C(=O)Nc2cc(OCc3cccc(F)c3)c(Cl)cc2Cl)c1	3	0.0	-17	0	0	-5	27	-6	0
COc1ccc(NC(=O)c2cc3c(s2)CCC3)cc1S(=O)(=O)N1CCOCC1	-15	5.4	-81	7	15	-6[fluorescence artefact?]	-27	-8[fluorescence artefact?]	3
O=C(NC1CCCC1)C(c1ccncc1)N(Cc1ccco1)C(=O)c1ccc(-c2ccccc2)[nH]1 (stereo not drawn)	-8	2.9	-65	9	50	5	19	-2	2
C[C@@]12CCC=C[C@H]1[C@H](c1ccc3ccccc3c1/C=C/c1ccccc1)N(Cc1ccccc1)C2=O	-10	0.3	-76	10	30	0	13	1	16
CCN(C(=O)COC(=O)c1cc(-c2ccccc2)nn1-c1ccccc1)C1CCS(=O)(=O)C1 (stereo not drawn)	-10	1.9	-9	5	32	-10	15	2	4
CCOCC(O)CNc1ccccc1 (stereo not drawn)	23	1.7	-12	7	4	-27	6	1	.
CC(=O)Nc1ccc(S(=O)(=O)NC2=C(N3CCN(Cc4ccccc4)CC3)C(=O)c3ccccc3C2=O)cc1	-23	0.4	-202	.	2	-6[fluorescence artefact?]	-22	-1[fluorescence artefact?]	.
COc1ccc2[nH]c(=O)c(CN(Cc3nnnn3CCc3ccccc3)CC3CCCO3)cc2c1 (stereo not drawn)	-10	-0.5	-54	9	0	-6	15	-5	0
CC(=O)NCC(=O)OCC(=O)N1c2ccccc2Sc2ccccc21	-2	0.7	-15	4	-2	-4	-11	1	-4
CCOC(=O)C1CCN(C(=O)Cc2c(C(=O)O)n(C)c3ccccc23)CC1	-1	-0.3	-12	.	1	61	9	6	.
O=c1[nH]c2ccccc2n1C1=CCNCC1	7	1.4	-4	8	17	0	-10	-1	35
Cc1ccc(C2C3C(=O)N(c4ccc(C)cc4)C(=O)C3N3CCCN23)cc1 (stereo not drawn)	-9	0.8	2	6	17	3	1	0	17
CC(C)Sc1nc(-c2cccs2)nc2c1c(=O)n(C)c(=O)n2C	1	1.1	21	11	53*	-4	-27	0	4
C=CCOC(=O)C1=C[C@H](c2ccccc2)[C@@H](CCCO)[C@H](OCC)O1	-6	-0.3	-12	11	8	-1	30	0	-5
O=C(CSc1nnc(Cn2nnc3ccccc32)o1)Nc1ccc(Cl)cc1	1	-0.4	-20	.	11	2[fluorescence artefact?]	3	1	.
COCCCNC(=O)c1cn(C)c(=O)c2cc(OC)c(OC)cc12	-4	-1.2	-2	9	1	-4	-1	2	1
C/C(=N\Nc1ccc2nncn2n1)c1ccccn1	-43	40	-10	6	33	-11	21	-3	.
O=S(=O)(Nc1ccccn1)c1ccc(C2CCCCC2)cc1	-2	0.7	-27	-6	0	-6	16	-2	2
Cc1onc(-c2ccccc2)c1C(=O)OCC(=O)NCc1ccc(F)cc1	13	-0.8	24	0	-28	3	-33	5	-4
COc1ccc2[nH]c(=O)c(CN(CC3CCCO3)C(=S)Nc3ccccc3)cc2c1 (stereo not drawn)	-14	0.6	-126	10	15	-11	-26	1	.
CCOC(=O)c1sc(N2N=C(C)C(N=Nc3cccc(C)c3)C2=O)nc1C (stereo not drawn)	-17	0.2	-61	5	100*	97*	-4	9	-10
Cc1nnc(SCC(=O)O)o1	4	2.5	16	3	21	4	5	-1	5
CC(C)CC(=O)Nc1cccc(C(=O)Nc2ccccc2C(=O)O)c1	-2	-0.3	-11	9	2	16	-42	-4	-1
COc1ccc(C2=NN(C(N)=S)C(c3ccco3)C2)cc1 (stereo not drawn)	-28	0.3	-11	20	0	-3	-24	-3	-8
CCC(=O)N/N=C(\C)CC(=O)Nc1cc(Cl)ccc1C	2	1.4	19	6	-1	-19	15	8	7

Printed as active in 14-3-3 Bad inh, of those listed so far:
Molecule	TbHK1 inh	Calpain2 inh	Hck Nef HTS	14-3-3 Bad inh	EP2 modulator	eIF4E-4G inh
COc1ccc(C(=O)Nc2cccc(-c3cc4ccccc4oc3=O)c2)cc1[N+](=O)[O-]	-25	49	96*	75*[fluorescence artefact?]	4	6
CCOC(=O)c1sc(N2N=C(C)C(N=Nc3cccc(C)c3)C2=O)nc1C (stereo not drawn)	-17	-61	100*	97*	-4	9

Screening data from PubChem BioAssay.

A portion of the library (hit frequency here may not be typical).
